Rab9 prom act – activators of Rab9 promoter | Huh7 Rab9 promoter-luciferase reporter, luminescence, 24 h | Potency, µM (top dose mostly 9.22 µM), without a hit: top-dose activation, negative = inhibition, usual class: activators | 2.8% of 320,000 active | AID 485297; also: potency is read from the fitted curve at half-maximal effect; % of control where 0% means no effect; nearly all actives have a fitted effect of over 60% in size
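Luminescence read-out: Huh7 cells stably expressing Rab9-luciferase, treated 24 h with compound at 37 °C, then lysed with luciferase reagent for 10 min at ambient before reading.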
NPC1 prom act – NPC1 promoter activation; Huh7 NPC1 promoter luciferase reporter, 24 h; Potency, µM (series often up to 9.22 µM), for inactives: at the highest dose activation, hits mostly activators; 2.4% of 320,000 active;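 also: potency is read from the fitted curve at half-maximal effect; % of control where 0% means no effect; nearly all actives have a fitted effect of over 60% in size; reporter is driven by a mutant NPC1 promoter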
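Quantitative HTS used a cell-based reporter: Huh7 cells stably bearing the NPC1 promoter upstream of luciferase were treated with compounds for 24 h, and promoter activation was read as luminescence.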
FLuc modulator – counter-screen for miR-21 project: firefly luciferase inhibitors or activators | purified FLuc, Km substrates, luminescence inhibition | Potency, µM (highest dose often 57.5 µM), for inactives: top-dose activity change, negative = inhibition, actives largely listed as inhibitors | 6.9% of 360,000 active | AID 588342;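 also: potency is read from the fitted curve at half-maximal effect; plate controls were vehicle for no effect and reference inhibitor for full effect; nearly all actives have a fitted effect of over 55% in size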
Target sequence (P08659 whole entry, looked up): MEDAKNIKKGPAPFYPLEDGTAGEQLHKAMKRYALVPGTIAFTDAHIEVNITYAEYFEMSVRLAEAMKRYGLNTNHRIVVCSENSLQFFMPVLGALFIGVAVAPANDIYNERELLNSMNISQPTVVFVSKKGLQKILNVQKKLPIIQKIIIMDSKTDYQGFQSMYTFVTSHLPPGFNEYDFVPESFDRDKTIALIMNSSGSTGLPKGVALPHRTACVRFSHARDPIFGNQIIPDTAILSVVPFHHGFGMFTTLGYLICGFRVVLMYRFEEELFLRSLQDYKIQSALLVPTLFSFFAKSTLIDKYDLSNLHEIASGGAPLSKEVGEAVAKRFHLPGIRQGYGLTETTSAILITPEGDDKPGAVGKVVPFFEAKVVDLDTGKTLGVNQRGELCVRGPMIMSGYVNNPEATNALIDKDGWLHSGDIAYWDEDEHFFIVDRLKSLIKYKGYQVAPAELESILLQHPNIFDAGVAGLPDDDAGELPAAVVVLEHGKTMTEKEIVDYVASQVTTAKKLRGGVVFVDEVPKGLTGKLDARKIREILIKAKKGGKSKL
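Biochemical qHTS of compounds, final roughly 60 µM downward over six points, against 10 nM purified firefly luciferase using Km concentrations of substrates (10 uM D-luciferin, 10 uM ATP) in Tris acetate pH 7.5 buffer; luminescence output.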
Giardia killer – Giardia lamblia killing; Giardia lamblia trophozoite viability; activity change, % at 7.66 µM, hits read low; 0.15% of 340,000 active; in the data active = activity change below about -80%; inconclusive = between about -30% and that limit;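 also: parasites exposed to compound for two days anaerobically before the ATP read; % is scaled to controls: 0 for no effect and ±100 for the full control effect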
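Trophozoites 100 cells/well + cpd; 48 hrs, 37 deg C, anaerobic. ATPLite 1-Step added, 15-30 min RT, luminescence read (ATP-based viability).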
ELG1 genotox – inducers of genotoxicity in HEK293T ELG1-luciferase cells. 1.3% of 330,000 active. Potency, µM (doses to about 46 µM), for inactives: at the top dose activity change, positive = activation, hits mostly activators. HEK293T ELG1-luciferase reporter, luminescence, 16 h; also: potency is read from the fitted curve at half-maximal effect; % of control where 0% means no effect; nearly all actives have a fitted effect of over 60% in size
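16 hr compound incubation (37 °C, 5% CO2) of HEK293T cells carrying luciferase-tagged ELG1; luciferase then measured by ONE-Glo luminescence after 30 min at RT.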
Gal4-VP16 FLuc – counter-screen for ROR gamma inhibitors: Gal4-VP16 reporter | Drosophila S2 Gal4-VP16 UAS-luciferase, luminescence, 20 h | AID 2546 | 3.5% of 310,000 active | Potency, µM (series often up to 53.6 µM), inactives show at the highest dose activity, negative = inhibition, hits mostly inhibitors;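 also: Gal4-VP16 expression switched on by copper sulfate through the metallothionein promoter; potency is read from the fitted curve at half-maximal effect; % is scaled to controls: 0 for no effect and ±100 for the full control effect; nearly all actives have a fitted effect of over 50% in size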
RORg inh – inhibitors of mouse ROR gamma transcriptional activity. Drosophila S2 Gal4-RORgamma UAS-luciferase reporter, 20 h. Potency, µM (top dose mostly 53.6 µM), for inactives: at the highest dose activity change, negative = inhibition, most hits filed as inhibitors. 5.4% of 310,000 active. AID 2551; also: potency is read from the fitted curve at half-maximal effect; % is scaled to controls: 0 for no effect and ±100 for the full control effect; nearly all actives have a fitted effect of over 60% in size
Target sequence (P51450 whole entry, looked up, the tested form may be a part): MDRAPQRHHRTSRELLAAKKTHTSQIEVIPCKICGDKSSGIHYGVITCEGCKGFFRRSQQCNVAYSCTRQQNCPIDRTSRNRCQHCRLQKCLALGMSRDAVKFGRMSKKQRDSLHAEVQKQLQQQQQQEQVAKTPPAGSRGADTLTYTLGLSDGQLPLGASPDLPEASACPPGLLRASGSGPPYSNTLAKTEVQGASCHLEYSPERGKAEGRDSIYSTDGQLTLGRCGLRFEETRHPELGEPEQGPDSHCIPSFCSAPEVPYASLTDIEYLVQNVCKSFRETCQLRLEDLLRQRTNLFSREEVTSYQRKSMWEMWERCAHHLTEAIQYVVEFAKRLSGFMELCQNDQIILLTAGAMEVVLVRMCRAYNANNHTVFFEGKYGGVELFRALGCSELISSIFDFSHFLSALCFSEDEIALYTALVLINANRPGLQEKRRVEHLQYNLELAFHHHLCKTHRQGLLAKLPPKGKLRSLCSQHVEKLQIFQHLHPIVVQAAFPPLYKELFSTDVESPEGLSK
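Using a luciferase readout, inhibitors were identified by reduced reporter activity in Drosophila cells coexpressing a copper-inducible Gal4–ROR gamma fusion and UAS-driven Photinus luciferase, incubated 20 hr after 700 uM copper sulfate.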
KCNH2 3.1 block – blocks the human KCNH2 3.1 channel isoform; AID 720553; U2OS KCNH2 3.1, thallium flux FluxOr; hits give low values; activity change, % (tested at about 1.8 µM); 0.95% of 340,000 active;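 active = maximum activity change below -70%; inconclusive = maximum activity change from -70% to -50%; inactive = maximum activity change above -50%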;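 also: thallium influx rate constant from kinetic fluorescence after stimulation buffer; % is scaled to controls: 0 for no effect and ±100 for the full control effect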
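U2OS cells transduced with KCNH2 3.1 mutant virus (1.77 x 10^8 /mL, 4 h), plated overnight at 37 C, loaded 45 min with FluxOr dye plus Red40 quencher. Thallium flux rate constant from kinetic reads after stimulation buffer, normalised to controls.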
uPA generation – cell surface uPA generation inhibition; cell surface uPA generation assay, qHTS; Potency, µM (doses to about 38.3 µM), for the others: at the top dose activity change, negative = inhibition, usual class: inhibitors; 0.31% of 330,000 active; active = well fitted inhibition curve with a large enough effect; inconclusive = small, poorly fitted or top-dose-only effect; inactive = no such curve, though single readings can be large or run the other way; tested in mouse RAW 264.7 cells; also: potency is read from the fitted curve at half-maximal effect; % is scaled to controls: 0 for no effect and ±100 for the full control effect; nearly all actives have a fitted effect of over 55% in size
Tb PFK block – T. brucei PFK enzyme inhibition; T. brucei PFK, ADP-Glo luminescence; Potency, µM (top dose mostly 57.5 µM), without a hit: at the highest dose activity, negative = inhibition, actives largely listed as inhibitors; 0.17% of 330,000 active; AID 485367;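 also: potency is read from the fitted curve at half-maximal effect; 0% = uninhibited 1x PFK enzyme wells and -100% = no-enzyme wells; nearly all actives have a fitted effect of over 60% in size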
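Luminescent ADP detection (ADP-Glo, two-step: ATP depletion then ADP-to-ATP conversion for luciferase) reported PFK activity after 45 min room-temperature reaction of 1.25 nM enzyme with 0.5 mM F6P and 0.1 mM ATP at pH 8.0.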
Coupling enz – counter-screen for Giardia aldolase inhibitors: coupling enzyme system; coupling enzyme system counterscreen, AmpLite Red fluorescence; activity change, negative = inhibition, % at 58.2 µM, hits read low; 0.67% of 290,000 active; AID 2472; in the data active = activity change below about -30%; also: % is scaled to controls: 0 for no effect and ±100 for the full control effect
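Fluorescence at 525 nm excitation and 598 nm emission measured inhibition of the coupled detection system without aldolase. Compounds (at 57.5 uM final) were preincubated 10 min at room temperature with coupling enzyme reagent before a 20 min substrate/AmpLite Red step.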
Starred values were filed as active, the others as inactive; ? = inconclusive; . = no result given; & = joins results of further samples; [ ] = remark or other dose. Unless noted, calls follow the shape of the dose curve; as a rule, active = well fitted curve in the direction sought with a large enough effect; inconclusive = small, poorly fitted or top-dose-only effect, or another doubt; inactive = no such curve, though single readings can be large; an effect the other way counts as inactive or inconclusive. Hits appear at their usual frequency. About 14% of those tested had a hit in this group.

SMILES	Rab9 prom act	NPC1 prom act	FLuc modulator	Giardia killer	ELG1 genotox	Gal4-VP16 FLuc	RORg inh	KCNH2 3.1 block	uPA generation	Tb PFK block	Coupling enz
O=C(c1ccco1)N1CCN(C(=O)C2CCCc3c2[nH]c2ccc(Cl)cc32)CC1 (stereo not given)	-4%	-4%	-5%	-8	-13%	2%	?	-11	5%	2%	4
CCC(Sc1nc(C)cc(C)n1)C(=O)Nc1nccs1 (stereo not given)	-2%	-14%	-6%	21	-14%	?	?	-7	-18%	-8%	.
Cc1nc(Nc2nc(CSc3ccc(Cl)cc3)cc(=O)[nH]2)nc2ccccc12	0%	-6%	10%	-4	10%	-4%	-2%	23	2%	-6%	0
C/C(=N/NC(=O)c1ccncc1)c1ccc(NC(=O)c2ccc(Cl)cc2Cl)cc1	?	?	?	-17	7%	-2%	-1%	-5	1%	-3%	.
O=C(CN1CCN(c2ccc(Cl)cc2)CC1)Nc1ccc(F)c(F)c1	0%	0%	0%&3%	6	-10%	-9%	6%	-19	-2%	-6%	-7
O=C(NCCN1CCCC1=O)Nc1ccccc1	2%	0%	5%	14	0%	5%	7%	-1	0%	-1%	1
C/C(=N\NC(=O)c1cccc(N/N=C(\C)c2ccncc2)c1)c1ccncc1	19%	6%	?	4	-5%	5%	10%	-4	-14%	1%	-4
COc1cc(/C=N/n2c(C)nc3ccccc3c2=O)cc(OC)c1O	0%	3%	4%	-6	-9%	-9%	-2%	-2	6%	0%	-3
COc1cc(NC(=S)Nc2ccc(S(=O)(=O)N3CCOCC3)cc2)cc(OC)c1OC	-1%	1%	0%	-6	3%	-5%	3%	-5	6%	-2%	1
Cc1ccc(CNC(=O)Cc2ccc(-n3c(=O)[nH]c4ccsc4c3=O)cc2)cc1	-22%	-23%	?	-9	18%	28%	2%	8	-8%	6%	5
CN(Cc1ccccc1F)C(=O)C(Cc1ccccc1)NC(=O)c1ccccc1 (stereo not given)	-5%	-7%	2%	-16	-9%	.	.	-14	3%	10%	.
CN1C(=O)NC(c2cccc(F)c2)C2=C1CC(C)(C)CC2=O (stereo not given)	-7%	2%	2%	0	-4%	-7%	-19%	-1	3%	0%	3
COc1ccccc1NS(=O)(=O)c1cc(NC(=O)CCC(=O)c2cccs2)ccc1Cl	1%	-1%	4%	-10	-5%	-13%	3%[10 µM]	-2	-9%	-2%	-1
CC(Oc1ccc(Br)cc1)C(=O)Nc1cc(Cl)ccc1N1CCN(C)CC1 (stereo not given)	0%	-2%	-23%	23	-3%	.	.	-30	0%	1%	.
COc1cccc(NC(=S)N(CCN2CCCCC2)Cc2ccco2)c1	2%	-2%	0%	24	0%	4%	?	-11	2%	-4%	0
Cn1c(SCC(=O)Nc2ccccc2C(F)(F)F)nc2c(c1=O)SCC2	-14%	-4%	2%	-22	-5%	-10%	12%	.	-1%	-1%	.
Cc1ccc(S(=O)(=O)N2CCOCC2)cc1NC(=O)COC(=O)c1cnccn1	-7%	-3%	4%	-13	0%	.	.	26	3%	0%	.
O=C(NC(=S)Nc1ccc(F)cc1)c1ccc2c(c1)OCCO2	0.5µM*	0.63µM*	1.9µM*	-30	?	?	7.1µM*	11	?	12%	-2
CC(C)CC(C(=O)O)N1C(=O)C2C3CC(C2C1=O)C1C(c2ccccc2)c2sc(=O)[nH]c2SC31 (stereo not given)	0%	8%	-4%	6	-5%	11%	-2%	-13	1%	2%	0
CCN1C(=O)[C@@H]2[C@@H](c3ccc(-c4cccc(Cl)c4)c(OC)c3)N3CCCC[C@@]3(C(=O)OC)[C@@H]2C1=O	-3%	-6%	1%	10	-4%	.	.	?	2%	-9%	.
C/C(=N\NC(=O)C(O)(c1ccccc1)c1ccccc1)c1ccc(C)o1	0%	-1%	1%	-7	-2%	-16%	-25%	-18	1%	-9%	-8
CC(=O)O/N=C(/C)c1ncc(C(F)(F)F)cc1N1CCOCC1	-1%	0%	0%	-2	0%	-1%	1%	-9	-5%	0%	1
CCOC(=O)N1CCC(NC(=O)COc2cc(=O)n(C)c3ccccc23)CC1	1%	-1%	0%	5	?	-3%	-26%	-9	1%	0%	0
Cc1ccccc1Cn1cc(C)c(=O)[nH]c1=O	-2%	0%	-1%	11	1%	6%	-20%	1	1%	1%	1
O=C(O)COCc1nc2ccccc2[nH]1	0%	-2%	4%	-19	-4%	8%	?	-1	.	4%	4
The list goes on:
SMILES	Rab9 prom act	NPC1 prom act	FLuc modulator	Giardia killer	ELG1 genotox	Gal4-VP16 FLuc	RORg inh	KCNH2 3.1 block	uPA generation	Tb PFK block	Coupling enz
O=C(C1CC(=O)N(c2ccccc2)C1)N1CCN(c2ccccc2F)CC1 (stereo not given)	-5%	0%	1%	8	4%	5%	15%	.	0%	2%	.
Cc1cccc(NCc2n[nH]c(=S)n2-c2ccccc2)c1	2%	-4%	-8%	-6	0%	-18%	10µM*	-5	0%	?	-1
Cc1ccc(OCC(=O)NCCNC(=O)c2ccncc2)cc1C	3%	-2%	-5%	-12	1%	2%	-11%	-1	-2%	0%	2
NN=C1c2cc([N+](=O)[O-])ccc2-c2ccc([N+](=O)[O-])cc21	-7%	-4%	2%	.	-1%	-12%	-16%	.	.	-8%	5
COc1ccc(Cl)cc1C(=O)NNC(=O)CNC(=O)c1ccc(C)s1	.	.	.	4	-1%	.	.	-11	0%	-2%	.
S=c1[nH]nc(Cn2nnc3ccccc32)n1-c1ccc(Cl)cc1	-5%	-2%	-1%	32[activator]	0%	-2%	?	18	-8%	0%	4
COc1ccc2cc(C(=O)c3ccccc3)c(=O)oc2c1	?	?	?	?	?	-8%	31%	18	-3%	-3%	0
CC(=O)c1ccc(NC(=O)CSc2nnc(NC(=O)CN3CCOCC3)s2)cc1	18%	10%	?	2	?	14%	23%	-7	-5%	0%	4
CC1(C)CC(=O)C(C2c3ccccc3S(=O)(=O)c3ccccc32)C(=O)C1	1%	-3%	7%	-7	0%	-1%	20%	-8	-10%	0%	6
CC(C(=O)NCc1ccc(Cl)cc1)n1cccc1C(=O)c1ccccc1 (stereo not given)	0%	-4%	4%	?	0%	-1%	12%	-1	5%	0%	-1
CC(C)C(c1nnnn1Cc1ccccc1)N1CCN(Cc2ccco2)CC1 (stereo not given)	3%	7%	-5%	-23	-1%	-1%	-2%	-5	20%	-1%	2
O=C(COC(=O)c1ccccc1F)Nc1ccc2c(c1)OCCO2	-4%	1%	0.48µM*	-19	5%	.	.	24	5%	-4%	.
CCC(C)(C)n1nnnc1C(c1ccc2ncccc2c1)N1CCN(c2nc3ccccc3s2)CC1 (stereo not given)	-22%	-1%	-7%	5	-7%	3%	?	-90*	-16%	4%	-2
Nc1c(C(=O)NCCN2CCOCC2)c2nc3ccccc3nc2n1-c1ccc2c(c1)OCO2	-6%	-12%	6%	23	10%	-24%	-1%	1	-12%	-1%	-6
O=C(OCC(=O)N1CCN(C(=O)c2ccco2)CC1)c1ccc(Cl)cc1	-5%	0%	1%	1	-1%	.	.	-8	?	2%	.
Cc1cc(C)c(C(=O)OCCNC(=O)c2cccnc2)cc1C	-10%	-1%	2%	-4	-5%	-1%	-21%	13	.	-3%	0
COc1ccc(CC(=O)N/N=C(\C)c2cccs2)cc1	11%	-2%	-4%	-12	0%	-4%	-11%	-17	0%	2%	-3
CCC(=O)Nc1sccc1C(=O)OC	-5%	-6%	0%	5	4%	-2%	-23%	12	.	-1%	3
CS(=O)(=O)N1Cc2ccccc2CC1C(=O)Nc1ccccc1C(N)=O (stereo not given)	3%	2%	-3%	14	5%	-8%	3%	-2	-4%	0%	-1
CC1=NN(C(C#N)c2ccccc2)C(c2ccccc2)C1 (stereo not given)	-6%	4%	1%	-15	-2%	-6%	-1%	6	-4%	-5%	-1
CCn1ccnc1CNC(=O)c1ccc2oc(CCCc3ccccc3)nc2c1	18%	19%	-10%	-4	-1%	-22%	?	7	-2%	-8%	.
Nn1c(-c2cccc(Br)c2)n[nH]c1=S	-3%	?	2%	-24	2%	-6%	-20%	-2	2%	-26%	0
CCOC(=O)C(N)CSC1CC(=O)N(c2ccc(C(=O)OC)cc2)C1=O (stereo not given)	0%	0%	2%	12	1%	-3%	3%	-13	6%	2%	4
CN(C)/C=N/c1c(C#N)cnn1-c1ccc(C(F)(F)F)cn1	12%	-1%	-2%	3	-5%	-2%	0%	0	3%	0%	-2
CCCc1cc(=O)oc2c(C)c(OCC(=O)NC3CCN(Cc4ccccc4)CC3)ccc12	-6%	0%	-2%	13	-3%	-6%	-20%	-25	-4%	-11%	.
CCOCc1cn(CC(=O)c2ccc(Cl)cc2)c(C)nc1=N	1%	-5%	6%	10	2%	6%	11%	1	2%	1%	4
